Screening data as filed in PubChem.
LYPLA1 inh – counter-screen for PME1 inhibitors: inhibitors of human LYPLA1; O75608; AID 2174; recombinant LYPLA1, FP-Rh probe fluorescence polarization; inhibition, % at 5.9 µM; 320,000 compounds, 0.16% hits;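 active means inhibition above the mean of all tested compounds plus 3 SD, set per campaign, cut at about 14% in these data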;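 further: inhibitors block serine hydrolase probe labeling of LYPLA1 so polarization falls; 0% = enzyme with DMSO and 100% = wells lacking LYPLA1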
LYPLA2 counter – LYPLA2 (human) inhibition in PME1 counter-screen | 320,000 compounds, 0.38% hits | recombinant LYPLA2, FP-Rh probe fluorescence polarization | inhibition, % at 5.9 µM | AID 2177;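 active means inhibition above the screen-wide mean plus 3 SD, limit set per campaign, cut at about 26% in these data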;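 further: 0% = LYPLA2 with DMSO and 100% = wells lacking LYPLA2 enzyme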
Target sequence (O95372 whole entry, looked up): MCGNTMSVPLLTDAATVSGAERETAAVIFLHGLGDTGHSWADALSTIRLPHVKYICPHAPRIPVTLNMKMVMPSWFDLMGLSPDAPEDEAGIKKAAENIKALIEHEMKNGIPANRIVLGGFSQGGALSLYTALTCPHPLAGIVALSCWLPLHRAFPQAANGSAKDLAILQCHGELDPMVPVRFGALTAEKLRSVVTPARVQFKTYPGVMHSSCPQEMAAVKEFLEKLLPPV
PAFAH2 FP inh – inhibitors of human PAFAH2 | 340,000 compounds, 0.99% hits | recombinant PAFAH2, FP-rhodamine activity probe, fluorescence polarization | Q99487 | inhibition, % at 3.39 µM | AID 492956;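 active means inhibition above the mean over all tested compounds plus 3 SD, cut at about 30% in these data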;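 further: inhibitors block probe labeling of enzyme so polarization drops; 0% = enzyme with DMSO and 100% = wells lacking PAFAH2 protein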
PAFAH1B2 inh – inhibitors of human PAFAH1B2 | P68402 | recombinant PAFAH1B2, FP-rhodamine activity probe, fluorescence polarization | inhibition, % at 3.39 µM | 340,000 compounds, 1.2% hits | AID 492953;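 active means inhibition above the mean of all tested compounds plus 3 SD, cut at about 24% in these data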;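 further: 0% = enzyme with DMSO and 100% = wells lacking PAFAH1B2; many of its hits are not listed in these tables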
PREPL inh – inhibitors of human prolyl oligopeptidase-like enzyme PREPL; inhibition, % at 5.96 µM; Q4J6C6; AID 2751; 320,000 compounds, 0.68% hits; recombinant PREPL, fluorescence polarization activity-based probe; in the data active means inhibition above about 43%;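 further: 0% = enzyme with DMSO and 100% = wells lacking enzyme; many of its hits are not listed in these tables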
PAFAH1B3 inh – inhibitors of human PAFAH1B3; Q15102; recombinant PAFAH1B3, FP-rhodamine probe, fluorescence polarization; inhibition, % at 3.39 µM; 340,000 compounds, 0.28% hits; AID 492972;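 active means inhibition above the screen-wide average of all tested compounds plus 3 SD, cut at about 25% in these data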;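 further: 0% = enzyme with DMSO only and 100% = wells lacking PAFAH1B3 protein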
PAD4 FP inh – PAD4 (human) enzyme inhibition. recombinant PAD4, RCA probe fluorescence polarization. inhibition, % at 6.36 µM. 330,000 compounds, 0.41% hits;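 active means percent inhibition above a cutoff equal to the mean of all tested compounds plus 3 SD, cut at about 15% in these data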;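 further: 0% = PAD4 with RCA probe and DMSO and 100% = probe without PAD4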
Target sequence (Q9UM07 whole entry, looked up): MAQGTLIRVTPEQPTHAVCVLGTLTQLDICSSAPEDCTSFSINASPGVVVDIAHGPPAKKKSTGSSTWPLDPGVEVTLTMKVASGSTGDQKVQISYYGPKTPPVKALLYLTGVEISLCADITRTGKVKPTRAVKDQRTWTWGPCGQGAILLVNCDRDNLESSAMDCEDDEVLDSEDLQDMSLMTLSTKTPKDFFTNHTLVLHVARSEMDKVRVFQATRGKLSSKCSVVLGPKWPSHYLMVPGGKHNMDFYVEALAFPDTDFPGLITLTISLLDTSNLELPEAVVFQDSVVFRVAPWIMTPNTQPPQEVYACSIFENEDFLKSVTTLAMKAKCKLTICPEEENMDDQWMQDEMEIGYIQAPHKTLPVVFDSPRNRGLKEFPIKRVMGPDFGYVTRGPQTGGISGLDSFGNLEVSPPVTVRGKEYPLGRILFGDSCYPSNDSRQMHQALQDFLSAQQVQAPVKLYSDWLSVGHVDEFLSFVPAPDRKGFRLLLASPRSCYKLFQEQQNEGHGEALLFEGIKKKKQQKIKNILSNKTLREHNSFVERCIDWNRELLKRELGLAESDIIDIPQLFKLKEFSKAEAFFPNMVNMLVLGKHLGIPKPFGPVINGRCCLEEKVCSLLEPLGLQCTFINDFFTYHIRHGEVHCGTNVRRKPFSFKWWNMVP
GSTO1 inh – GSTO1 inhibition, counter-screen for RBBP9 inhibitors | P78417 | recombinant GSTO1, activity-based probe fluorescence polarization | inhibition, % at 5.96 µM | 300,000 compounds, 1.1% hits | AID 1974;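 active means inhibition above the campaign mean inhibition plus 3 SD, cut at about 35% in these data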;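 further: 0% = GSTO1-1 with DMSO and 100% = wells lacking GSTO1-1 enzyme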
pPAFAH FP inh – inhibitors of human plasma PAF acetylhydrolase (pPAFAH) | recombinant pPAFAH, FP-rhodamine probe fluorescence polarization | 330,000 compounds, 1.5% hits | inhibition, % at 3.39 µM | AID 463082 | Q13093;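 active means inhibition above the mean inhibition across the screen plus 3 SD, cut at about 25% in these data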;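 further: inhibitors block binding of the rhodamine activity-based probe so polarization drops; 0% = enzyme with DMSO and 100% = wells lacking pPAFAH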
Active calls of the source: *; / = no result given. Not all compounds are listed. The share of hits here may be higher or lower than overall.

SMILES | LYPLA1 inh | LYPLA2 counter | PAFAH2 FP inh | PAFAH1B2 inh | PREPL inh | PAFAH1B3 inh | PAD4 FP inh | GSTO1 inh | pPAFAH FP inh
O=C(O)CN1C(=O)/C(=C/C=C/c2ccccc2)SC1=S | 2 | 5 | 4 | 2 | -3 | -2 | -2 | 7 | -1
COc1cccc(NC(=O)CN(C)C(=O)CN2C(=O)NC3(CCCC3)C2=O)c1 | -1 | 7 | 7 | -3 | -5 | 4 | 2 | 3 | 4
Cc1cc(C)nc(S/C=C/C(=O)c2ccc(F)cc2)n1 | -5 | -4 | / | / | 2 | / | 0 | 0 | 8
c1nc(NC2CCCCC2)c2[nH]cnc2n1 | -3 | -4 | 0 | 3 | 5 | 5 | -2 | 5 | 2
O=C(CCN1C(=O)/C(=C/c2ccc3c(c2)OCO3)SC1=S)Nc1ccc(C(=O)O)cc1 | 4 | 17 | 2 | 0 | 11 | 3 | 5 | 8 | 2
Cc1nc2nc(-c3cccnc3)[nH]n2c(=O)c1Cc1ccccc1 | -5 | 1 | -1 | 2 | -2 | 0 | -3 | -42 | 4
CC(=O)Nc1cccc(NC(=O)C2C3C=CC(C3)C2C(=O)O)c1 (configuration not stated) | -2 | -8 | -5 | 4 | 5 | 1 | -7 | -9 | -7
O=C(Cn1nc(-c2ccccc2)c2ccccc2c1=O)NCCO | 0 | 4 | 11 | 6 | -8 | 4 | -3 | -4 | 2
Nc1ncn(C2O[C@H](CO)[C@@H](O)[C@H]2O)c(=O)n1 (some centres not stated) | 0 | 3 | / | / | 7 | / | 3 | 8 | 0
CCCCOc1ccc(C(=O)N2CCN(c3ncccn3)CC2)cc1 | 1 | 5 | 0 | -1 | 9 | -3 | -2 | 9 | 4
COc1ccc(CCNC(=O)c2ccc(CS(=O)Cc3ccc(Cl)cc3)o2)cc1OC (configuration not stated) | -2 | -9 | 1 | 0 | 1 | 7 | -6 | 2 | 13
CCOC(=O)c1sc(=S)n(-c2cc(OC)ccc2OC)c1N | -1 | -1 | 6 | 4 | 9 | 5 | -2 | 1 | 4
COc1ccc(Br)cc1CNc1ccc(O)cc1 | 14 | 9 | 0 | 6 | 16 | 13 | 28* | 86* | 37*
CNC(=S)N(Cc1cccs1)Cc1cc2cc(OC)c(OC)cc2[nH]c1=O | -1 | -2 | 1 | 4 | 7 | 3 | -1 | 6 | 9
CCC1(N(C(C)=O)c2ccc(OC)cc2)C(=O)c2ccccc2C1=O | 4 | 0 | 7 | 1 | 0 | 3 | 5 | -4 | 1
COc1cccc(/C=N/NC(=O)CNC(=O)/C=C\c2ccccc2)c1O | 1 | 3 | 10 | 7 | 5 | 11 | -3 | -4 | 7
Cc1ccc(S(=O)(=O)c2cc(C)cc(S(=O)(=O)Nc3ccc(C(=O)O)cc3)c2C)cc1 | 3 | 2 | 8 | -1 | -6 | 11 | 3 | 13 | 1
Cc1cc2ccccc2c(=O)n1CC(=O)NCC(=O)N1CCCC(C)C1 (configuration not stated) | -2 | -8 | -3 | -7 | 11 | 10 | 0 | 13 | 2
O=C1C=CC2C(c3ccc4c(c3)OCO4)CC1N2Cc1ccccc1 (configuration not stated) | 2 | -1 | 10 | 9 | 7 | 8 | -3 | -1 | 7
CN(Cc1cnn(C)c1)S(=O)(=O)c1cccc([N+](=O)[O-])c1 | 2 | 3 | 1 | 5 | 9 | 3 | -2 | -1 | -4
COc1ccc(NC(=O)CO/N=C2/CCCc3nonc32)c(OC)c1 | 0 | -3 | 6 | 3 | 5 | 0 | 8 | 5 | 4
Cc1ccc(S(=O)(=O)NCC(=O)OCC(=O)Nc2ccc(C)c(S(=O)(=O)N3CCOCC3)c2)cc1 | / | / | 7 | 5 | 12 | 3 | -8 | / | 14
CCOC(=O)C1=C(CCc2ccccc2)NC(=O)NC1c1cccc([N+](=O)[O-])c1 (configuration not stated) | -6 | -9 | -5 | -3 | 2 | 1 | -3 | 5 | 0
CC(C)n1nnnc1SCC(=O)N1CCN(C(=O)c2ccco2)CC1 | -1 | 5 | -3 | 5 | 6 | 2 | -4 | 6 | 2
CC(=O)Nc1ccc(S(=O)(=O)N(C)CC(=O)N/N=C/c2ccc(C(=O)O)cc2)cc1 | -2 | 1 | 3 | 4 | -3 | 15 | -2 | -1 | -3
Cc1nc(-c2ccc(F)cc2)c(CC(=O)N(C)CC(=O)Nc2ccccc2Br)s1 | -1 | 1 | 4 | 6 | -10 | -2 | -2 | -10 | 4
CCN(CC)S(=O)(=O)c1ccc(N2CCOCC2)c(NC(=O)c2cc3ccccc3oc2=O)c1 | -3 | 0 | -5 | 5 | -6 | 2 | -9 | -2 | 3
Cc1ccc(S(=O)(=O)N2C3C=CC(C3)C2C(=O)O)cc1 (configuration not stated) | -2 | -1 | 0 | 1 | -2 | 11 | 3 | 7 | -3
CNC(=O)CN(c1ccc(Oc2ccccc2)cc1)S(=O)(=O)c1ccc(C)cc1 | 1 | 4 | -1 | -3 | -47 | -3 | -3 | 1 | 2
O=C(c1cccs1)N(Cc1ccc(Cl)cc1)C1CCS(=O)(=O)C1 (configuration not stated) | 1 | 4 | 0 | 8 | 3 | 0 | 3 | 0 | 4
COc1ccc(C(=O)C2CCCN(Cc3c[nH]c4ccccc34)C2)c(OC)c1 (configuration not stated) | 0 | -1 | -6 | 0 | -30 | 0 | 0 | 9 | 1
O=C(c1ccc(-c2ccc([N+](=O)[O-])cc2)o1)N1CCCCC1 | 1 | 7 | 17 | 1 | 7 | 3 | 1 | -5 | 12
CCOc1ccc(CCNC(=O)c2cc3ccccn3n2)cc1OCC | -1 | 3 | 3 | 3 | 3 | -1 | -2 | 5 | 5
NN1C(=O)/C(=C\c2ccco2)SC1=S | 0 | 10 | / | / | 20 | / | 6 | 43* | 42*
Cc1ccccc1-n1ncc2c1CC(C)(C)CC2NC(=O)CN1CCCC1=O (configuration not stated) | 1 | 0 | -2 | -2 | 1 | 2 | -4 | 7 | 1
CC(C)C(NC(=O)c1ccccc1F)C(=O)NCCc1ccccn1 (configuration not stated) | -3 | -12 | 0 | 1 | 3 | 2 | -3 | 0 | 0
CCOC(=O)Cc1c(C)nc2cc(-c3ccc(C)cc3)[nH]n2c1=O | -4 | -2 | -4 | 9 | -1 | 10 | -7 | 0 | 0
COc1ccc(NC2CCCN(C(=O)c3c(C)noc3C)C2)cc1 (configuration not stated) | -1 | -2 | -1 | -4 | 3 | 6 | -1 | -3 | 3
COc1c(C)cc(C(=O)C2CCCN(C(=O)C3=C(C)OCCO3)C2)cc1C (configuration not stated) | 2 | 0 | -2 | 4 | -3 | 7 | -1 | 4 | 2
Cc1ccc(C)c(NC(=O)CCC(=O)NNS(=O)(=O)c2ccc(Cl)cc2)c1 | -1 | -3 | -2 | 10 | -1 | 11 | 2 | / | 0
Cc1cccnc1NC(=O)CN1C(=O)COc2ccc(Cl)cc21 | -3 | -7 | 4 | -2 | -1 | 5 | 0 | 5 | -5
NCCc1nnc(SCc2ccccc2F)o1 | -5 | 0 | 1 | 4 | -25 | 8 | 4 | 10 | 1
Cc1cc(N)n(-c2ncnc3scc(-c4ccc(Cl)cc4)c23)n1 | 5 | 3 | -11 | 5 | 0 | 0 | -8 | 2 | -2
Cc1cc(C(C)(C)C)oc1C(=O)N(CC(=O)NC1CCCC1)Cc1ccc(Cl)cc1 | 2 | 6 | -8 | 8 | 28 | 5 | 2 | 7 | 6
CCOC(=O)C(=CNc1cc(C)ccc1-n1cccc1)C(=O)OCC | -1 | 0 | -6 | 5 | 18 | 6 | -1 | -8 | -3
CCCOc1ccc(C(=O)NCCCn2ccnc2)cc1 | 2 | 0 | 6 | 4 | 4 | -1 | -4 | -7 | -1
Cc1cccc(CSCc2ccc(C(=O)O)o2)c1 | 3 | -2 | 0 | 10 | 1 | 9 | -4 | 3 | 6
CC(C)Cn1c(-c2ccc(C#N)cc2)nc2c1c(=O)[nH]c(=O)n2CC(C)C | 1 | 5 | 3 | 2 | 2 | 7 | -4 | -1 | 2
CCC(C)NCCCCOc1ccc(C)cc1[N+](=O)[O-] (configuration not stated) | 2 | -2 | 2 | 1 | 0 | -7 | -1 | -3 | -2
CC(=O)c1cccc(NC(=O)COC(=O)c2ccccn2)c1 | -1 | -5 | -4 | -1 | 10 | -4 | -6 | 13 | 4

(list continues)
SMILES | LYPLA1 inh | LYPLA2 counter | PAFAH2 FP inh | PAFAH1B2 inh | PREPL inh | PAFAH1B3 inh | PAD4 FP inh | GSTO1 inh | pPAFAH FP inh
COc1ccc(N2CCN(C(CNC(=O)C(=O)NCc3ccncc3)c3ccco3)CC2)cc1 (configuration not stated) | 2 | -3 | -1 | 0 | -1 | 1 | -4 | 7 | 0
CCOc1ccc(N=C2NC(=O)S/C2=C\c2ccc(O)cc2)cc1 | -4 | 1 | -15 | 5 | 23 | 16 | -2 | -43 | 20
C=CCN(CC=C)C(=S)NC(=O)Cc1cccc2ccccc12 | -5 | -8 | 6 | -2 | -3 | 7 | -2 | 2 | -5
COc1cc2c(cc1OC)CN(c1nc(CN3CCOCC3)nc3sc4c(c13)CCCC4)CC2 | 0 | 5 | -4 | 4 | 20 | 2 | -7 | -5 | 9
N=C1/C(=C\c2ccc(OC(=O)c3ccco3)cc2)C(=O)N=C2SC(N3CCCCC3)=NN12 | 0 | 5 | 3 | 8 | 39 | 1 | 1 | 16 | 24
CCCCN1CC(C(=O)NC2CCCCC2)CC1=O (configuration not stated) | 3 | -4 | 14 | 2 | -15 | -5 | -4 | -6 | 0
CCOC(=O)c1cnc2nc(COc3ccccc3)[nH]n2c1=O | 0 | 1 | -2 | 5 | -5 | 4 | 1 | -9 | 4
COc1cc(NC(=O)CCc2nnc3ccc(N4CCOCC4)nn23)cc(OC)c1OC | 0 | -1 | 1 | -3 | 11 | -4 | -3 | 3 | 3
O=C(NCCCc1ccncc1)C1CCC(=O)N(Cc2ccc(Cl)cc2)C1 (configuration not stated) | 6 | 16 | 16 | 16 | -1 | 10 | -3 | 2 | -4
Cc1c(NC2=NC3(CCCCC3)Cc3ccccc32)c(=O)n(-c2ccccc2)n1C | -2 | -5 | 2 | 7 | 8 | 5 | -4 | -5 | -1
C=CCn1c(=O)[nH]c2cc(C(=O)N3CC=C(c4ccccc4)CC3)ccc2c1=O | -8 | -10 | 2 | -2 | 8 | 4 | -1 | 2 | -2
Cc1nn(CC2CC2)c(=O)n1N(C)c1ncc(C(F)(F)F)cc1Cl | 1 | 5 | 2 | -1 | 9 | 10 | 0 | -2 | -2
O=C(Cc1ccccc1)Nc1nnc(SCC(=O)NC2CCCC2)s1 | 0 | 0 | 3 | 5 | 16 | 4 | 1 | 7 | 2
Cc1cc(C)cc(N(CCC#N)C(=O)COC(=O)C2CCN(c3ccc(C(F)(F)F)cn3)CC2)c1 | 2 | 4 | -1 | 0 | 31 | 13 | 3 | 3 | 7
COc1ccc(OC)c(NC(=S)NC(=O)c2ccc(Br)o2)c1 | 1 | -2 | -1 | 5 | 4 | 3 | 0 | 6 | -1
O=C1c2cccc3cccc(c23)C(=O)N1c1cccnc1 | -1 | -2 | 4 | -6 | 1 | 7 | -1 | 4 | -5
Cc1ccc(C)c(N2CCN(C(=O)Cn3ncn4cccc4c3=O)CC2)c1 | -5 | -8 | 1 | 5 | 0 | 0 | -13 | 0 | -9
